L929 necroptosis: blocks zVAD induced death of L929 cells; L929 zVAD necroptosis rescue, ATP luminescence, 24 h; with zVAD 60 µM; AID 1377; hit rate 0.38% among 220,000; viability rescue, % at 10 µM;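 active = activation, scaled between plate controls, above about 75%, limit read from the data; inactive = activation under that limit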;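 note: 0% = zVAD with DMSO and 100% = DMSO alone without zVAD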
MDM2 E3 inh: blocks human Mdm2 ubiquitin ligase activity. cell-based MDM2 ubiquitination luciferase reporter, 2 h; 0 = plate control, 100 = twice control, blank-subtracted. signal enhancement, % at 5 µM. Q00987. hit rate 0.11% among 210,000;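 active = signal enhancement of 30% or more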;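 note: luminescence tracks abundance of the self-degrading MDM2-luciferase fusion protein; higher signal means inhibition of MDM2 E3 ligase activity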
Target sequence (Q00987 whole entry, looked up, the tested form may be a part): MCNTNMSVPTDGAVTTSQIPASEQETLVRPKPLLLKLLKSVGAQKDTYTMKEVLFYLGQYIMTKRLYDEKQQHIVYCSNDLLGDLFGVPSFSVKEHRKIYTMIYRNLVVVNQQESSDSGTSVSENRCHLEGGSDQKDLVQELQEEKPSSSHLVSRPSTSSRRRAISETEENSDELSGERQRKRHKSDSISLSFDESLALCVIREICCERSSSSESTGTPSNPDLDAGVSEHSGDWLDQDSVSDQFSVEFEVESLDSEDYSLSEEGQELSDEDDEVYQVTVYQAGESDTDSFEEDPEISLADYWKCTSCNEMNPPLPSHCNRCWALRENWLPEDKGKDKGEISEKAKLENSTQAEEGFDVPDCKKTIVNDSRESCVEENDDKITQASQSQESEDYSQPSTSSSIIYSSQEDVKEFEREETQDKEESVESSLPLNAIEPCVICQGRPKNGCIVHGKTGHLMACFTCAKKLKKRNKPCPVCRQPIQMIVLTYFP
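Assay system: mammalian cells stably expressing self-ubiquitinating, self-degrading MDM2 E3–luciferase fusion. Quantity: 2000 cells in each well. Medium: DMEM culture medium. Compound dosing: single-point 5 µM. Timing: cell settling 4 h, compound treatment 2 h, both 37 °C. Technique: luciferase luminescence. Read-out basis: percent signal gain over controls, blank-subtracted. Benchmarks: plate controls and plate blanks.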
Calpain2 inh: calpain II (pig) inhibition; purified calpain II, fluorogenic peptide substrate, 30 min; inhibition, % at 16 µM; hit rate 0.37% among 220,000; AID 1236;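 active = inhibition above about 50%, limit read from the data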
TNF death inh: TNF-alpha cell death inhibition in Jurkat FADD-/- cells; Jurkat FADD-/- TNF necroptosis rescue, ATP luminescence, 24 h; 0 = TNF only, 100 = no-TNF cells; AID 463075; activation (protection from cell death), % at 10 µM; hit rate 0.068% among 220,000;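 active = activation, meaning protection from cell death, of at least 50% relative to plate controls; inactive = activation below 50%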;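 note: necroptosis triggered by 40 ng/mL TNF-alpha added together with compound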
EBV gp42 block: EBV gp42 inhibition | Fluorescence polarization binding assay, mP read-out | inhibition, % (tested at 21.74 µM) | hit rate 0.42% among 220,000; in the data active = inhibition above about 50%
Target sequence (Q1HVG2 whole entry, looked up): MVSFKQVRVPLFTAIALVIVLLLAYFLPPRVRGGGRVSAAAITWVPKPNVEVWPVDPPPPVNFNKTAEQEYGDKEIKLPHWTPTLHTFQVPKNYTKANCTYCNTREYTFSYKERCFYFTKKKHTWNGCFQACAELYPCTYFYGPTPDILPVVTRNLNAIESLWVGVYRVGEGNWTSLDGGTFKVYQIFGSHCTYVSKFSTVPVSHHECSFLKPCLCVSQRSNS
eIF4E 4G PPI: inhibitors of eIF4E and eIF4G interaction in translation initiation; TR-FRET eIF4E-eIF4GI(517-606) binding, 2 h; inhibition, % at 21.7 µM; hit rate 0.37% among 220,000; AID 782;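 active = inhibition above about 30%, limit read from the data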;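 note: 0% = full FRET control wells and 100% = background wells lacking eIF4GI fragment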
Cl transport mod: KCC2 (human) Cl- transport modulation | B-score of Tl+ flux slope (higher = more flux/activation; lower = inhibition) at 10 µM | hit rate 2.2% among 190,000 | KCC2 cells, thallium flux FluoZin-2 fluorescence;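 active = thallium flux slope and its plate-corrected score both differing from the plate sample mean at a set confidence after two filtering rounds, in either direction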;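 note: slope of fluorescence scaled to starting intensity during 10 to 20 s after thallium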
Rad51 HR inh: Rad51 (human) homologous recombination inhibition. hRad51 DNA strand exchange, fluorescence dequenching. Q06609. inhibition, % at 10 µM. hit rate 0.085% among 200,000;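 active = inhibition above 40% at the single screening dose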;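 note: 0% = DMSO control wells and 100% = blanks with heterologous ssDNA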
Target sequence (Q06609 whole entry, looked up): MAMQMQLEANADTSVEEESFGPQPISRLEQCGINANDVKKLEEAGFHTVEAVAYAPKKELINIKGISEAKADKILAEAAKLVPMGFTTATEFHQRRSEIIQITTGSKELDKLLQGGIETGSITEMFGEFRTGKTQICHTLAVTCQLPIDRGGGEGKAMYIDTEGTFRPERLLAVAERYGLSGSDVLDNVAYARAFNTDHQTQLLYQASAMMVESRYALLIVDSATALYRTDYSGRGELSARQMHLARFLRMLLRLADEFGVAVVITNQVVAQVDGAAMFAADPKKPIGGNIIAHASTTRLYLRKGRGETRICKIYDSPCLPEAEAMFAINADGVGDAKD
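Material: Human Rad51 nucleoprotein filaments preassembled on unlabelled ssDNA | Also added: Labelled 47-mer dsDNA for strand exchange | Dosing: Single dose, 10 µM final compound | Schedule: 30-min compound preincubation and 15-min exchange, both room temperature | Technique: Fluorescence dequenching at 485/520 nm | Measure: Percent inhibition relative to plate controls and blanks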
PERK inhibitor: human PERK inhibition, primary cell-based screen. hit rate 0.17% among 220,000. CHO PERK-DD fusion, SEAP luminescence translation reporter. inhibition, % at 5.6 µM;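 active = inhibition above the mean inhibition of all tested compounds plus 3 SD, set separately per screening campaign, cut at about 2.9% in these data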;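 note: PERK kinase domain activated by AP20187 dimerizer at 100 nM; 0% = DMSO with dimerizer and 100% = rapamycin at 8.4 µM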
An asterisk follows results filed as active; nt = no result given; [ ] = dose if it differs, or a comment. This is a random part of the collection; 3.6% or so of the library scored in one or more.

Compound,L929 necroptosis,MDM2 E3 inh,Calpain2 inh,TNF death inh,EBV gp42 block,eIF4E 4G PPI,Cl transport mod,Rad51 HR inh,PERK inhibitor
CCC(C)NC(=O)CN(c1ccc(Cl)c(Cl)c1)S(C)(=O)=O (stereo unspecified),0.0,-16,-8,-1.1,0,3,-0.46,6,0.5
CC1CCN(c2oc(-c3ccccc3F)nc2C#N)CC1,0.8,-11,-377,-1.3,-15,-2[fluorescence artefact?],-0.88,1,0.7
CC(=O)Nc1ccc(NC(=O)CSc2nc3ccccc3o2)cc1,-0.6,2,-7,1.0,-1,-9,0.32,6,1.4
Cc1ccc([N+](=O)[O-])cc1NC(=O)Nc1onc(C)c1C,0.8,-16,-11,-1.1,-10,3,0.62,6,0.8
COc1ccc(-c2cc(C(F)F)n3ncc(C(=O)n4ccnc4C)c3n2)cc1,2.2,-1,-451,-8.5,-5,3,-0.074,0,0.1
CCOC(=O)CC(NS(=O)(=O)Cc1ccccc1)c1ccc(C)cc1 (stereo unspecified),1.0,0,-17,7.2,-12,-1,-0.78,8,0.0
CCOC(=O)C1=C(CC)OC(N)=C(C#N)C1c1cc(OC)ccc1OC (stereo unspecified),-0.9,-5,11,0.0,8,-2,-0.96,10,-0.7
O=C(Cn1cc(Cl)ccc1=O)c1ccc(Cl)cc1,0.0,0,26,-0.3,3,-10,-0.35,-10,0.9
Oc1c(Cl)cc(Cl)cc1C1=NNC(c2ccc(Cl)cc2)C1 (stereo unspecified),1.1,-6,-59,-0.4,-9,-3,1,22,0.2
CN(C)c1ccc(/C=C2\CCC/C(=C\c3ccccc3)C2=O)cc1,1.0,-2,8,0.3,119*,-3[fluorescence artefact?],-0.44,-316,1.7

Following part
Compound,L929 necroptosis,MDM2 E3 inh,Calpain2 inh,TNF death inh,EBV gp42 block,eIF4E 4G PPI,Cl transport mod,Rad51 HR inh,PERK inhibitor
CC(C)Nc1nc(SCC(N)=O)nc(N2CCOCC2)n1,-0.1,5,16,1.0,-1,2,nt,-2,0.8
CSc1nc2sc3c(c2c2nnnn12)CCCC3,-0.5,3,-70,-2.1,-21,nt,nt,2,1.1
CCOC(=O)C(=CN=C(N)Nc1nc2ccccc2o1)C(=O)OCC,0.4,-9,-13,-0.7,-15,1,-0.82,15,1.6
O=C(CN1CCN(S(=O)(=O)c2ccc(F)cc2)CC1)Nc1ccccc1F,0.0,6,8,2.5,-12,-7[fluorescence artefact?],-0.78,15,0.1
Cc1nnsc1C(=O)N/N=C/c1cccc(C(F)(F)F)c1,0.4,-19,-8,2.7,0,1,-0.056,12,-0.5
COc1cc(NC(=O)C2CCCN(S(=O)(=O)c3cccc4nsnc34)C2)cc(OC)c1 (stereo unspecified),0.4,nt,-6,-2.4,1,-25[fluorescence artefact?],0.1,nt,-1.4
O=C(c1ccc(Cn2c(=S)[nH]c3ccc(Br)cc3c2=O)cc1)N1CCN(C2CCCCC2)CC1,0.7,-8,-111,-0.3,5,-3,2.6,5,1.0
CS/C(=C\[N+](=O)[O-])Nc1ccc(F)cc1,0.5,4,6,0.8,-9,-1,0.19,-6,2.1
CSc1ccccc1-c1nnc(-c2ccc(C)cc2)o1,-0.3,-4,-72,-5.7,-19,3,nt,4,-0.5
CC1CCCN(CCC(=O)Nc2ccc3c(c2)CCC3)C1 (stereo unspecified),-0.3,nt,13,1.2,-2,-5[fluorescence artefact?],0.16,-5,-0.6

(list continues)
Compound,L929 necroptosis,MDM2 E3 inh,Calpain2 inh,TNF death inh,EBV gp42 block,eIF4E 4G PPI,Cl transport mod,Rad51 HR inh,PERK inhibitor
CCC(C)[C@H](NC(=O)NC1CCN(Cc2ccccc2)CC1)C(=O)OC (stereo partly specified),0.4,0,-6,0.4,-14,-1,0.46,-7,0.3
Cc1cc(N2CCN(Cc3cn(C)nc3-c3cccc(Cl)c3)CC2)cc(C)n1,-1.6,-3,-17,-0.3,-7,0,0.91,1,-0.3
CCCC(=O)Nc1cc(=O)n(C)c(=O)n1C,0.3,-23,10,0.5,-1,3,nt,-4,-0.8
O=C(Nc1ccc(F)cc1)c1c(Cl)nc2ccccn12,58,-3,-12,0.8,-3,-4,-1.2,-1,1.5
COc1cccc(C(=O)NCc2nnc(SCC(=O)Nc3nccs3)n2-c2cccc(C)c2)c1,-0.4,-2,12,-1.1,2,-1,2.1,4,-0.8
Nn1c(Nc2ccc(Cl)cc2)nncc1=O,0.6,9,4,0.0,-5,3,0.022,nt,1.7
O=C(c1ccc(F)cc1)C(CN1CCOCC1)c1ccccc1 (stereo unspecified),38,10,8,-17,-11,7,1.5,-6,0.3
CCOC(=O)c1ccc(NC(=S)NCCCn2ccnc2)cc1,23,3,-5,-0.1,-20,5,-0.036,5,0.8
CCCCn1c(-c2ccco2)nc2oc3ccccc3c(=O)c2c1=O,1.2,1,30,-1.2,-9,14,0.00038,3,-1.0
Cn1cccc1Cc1nnc(SCC(=O)Nc2nccs2)n1CCc1ccccc1,-0.9,-21,1,-0.1,-9,1,-1.6,nt,-1.1

Continuation:
Compound,L929 necroptosis,MDM2 E3 inh,Calpain2 inh,TNF death inh,EBV gp42 block,eIF4E 4G PPI,Cl transport mod,Rad51 HR inh,PERK inhibitor
Cc1cc(C)n2nc(C(=O)Nc3cccc(S(=O)(=O)N4CCCC4)c3)nc2n1,-0.2,nt,0,1.3,-16,-12,0.49,8,0.2
O=[N+]([O-])c1cc(C(F)(F)F)ccc1N1CCN(S(=O)(=O)c2ccc3c(c2)CCCC3)CC1,2.4,-2,2,-0.4,-25,-1,0.35,8,0.7
CCCC1=NN2C(=N)/C(=C\c3ccc(SCc4ccco4)o3)C(=O)N=C2S1,1.3,-3,-31,-2.9,-25,11[fluorescence artefact?],nt,-95,0.5
COc1ccc(N2CCN(c3oc(COc4ccc(Cl)cc4)nc3C#N)CC2)cc1,1.2,-3,32,1.4,-15,2,-0.96,18,-0.1
COc1ccccc1NC(=O)c1cc(S(=O)(=O)N2CCOCC2)ccc1Cl,-0.2,-15,-8,-1.5,-21,5[fluorescence artefact?],0.42,-2,-1.1
CC1CCC(C(C)C)C(OCC(O)CN2CCCC(C)C2)C1 (stereo unspecified),-0.2,-14,4,0.8,-9,-2,0.83,7,-0.4
C(=N\Nc1nc(Nc2ccccc2)nc(Nc2ccccc2)n1)/c1cccnc1,6.7,-30,-66,-4.1,-8,1,-1.1,6,1.1
Cc1sccc1C1C(C#N)=C(N)SC(N)=C1C#N,0.4,2,-6,-1.7,-64,-17,-0.77,nt,-0.1
COc1ccc(CNC(=O)c2cnn3c(C(F)F)cc(C)nc23)cc1OC,4.0,-14,-12,-1.9,9,3,0.54,0,-0.5
Cc1ccc(OCCCN(C)C)c(Br)c1,-0.2,-9,-9,-1.7,-19,-4[fluorescence artefact?],0.41,0,0.4

Remaining list, next part.
Compound,L929 necroptosis,MDM2 E3 inh,Calpain2 inh,TNF death inh,EBV gp42 block,eIF4E 4G PPI,Cl transport mod,Rad51 HR inh,PERK inhibitor
COc1ccc(Cl)cc1NC(=O)NCCCl,0.4,-3,-13,-0.2,2,-13[fluorescence artefact?],-0.72,-3,-0.3
O=c1cc(/C=C/c2c(F)cccc2Cl)[nH]c2ccccc12,4.5,-9,-29,-2.1,8,-4,0.15,-3,1.2
COC(=O)CCCC1=CC2=CC(=O)C(C)(OC(=O)c3cccs3)C(=O)C2=CN1Cc1ccc2c(c1)OCO2 (stereo unspecified),-0.9,2,-60,-1.2,-7,-1,0.014,-2,nt
CC(=O)Cc1cc(O)c2ccccc2c1OC(=O)c1ccc(Br)cc1,-0.2,-5,-4,-21,-2,-1,0.0029,-3,-0.3
Cc1ccc(C(=O)CSc2nnc(CNc3ccc(C)cc3C)n2Cc2ccco2)cc1,-0.2,0,-8,-8.1,-7,1,-0.45,4,-0.1
CCCCN1C(=O)/C(=C/C=C2/C=Cc3ccccc3N2CC)SC1=S,-2.1,nt,10,-8.4,-1,1,-0.16,nt,-0.1
CC1=C(C(=O)NCc2ccccc2)C(c2cccnc2)n2ncnc2N1 (stereo unspecified),0.9,-11,-22,-0.1,-4,-1[fluorescence artefact?],nt,8,1.0
CCOC(=O)c1c(-c2ccc(C)o2)csc1NC(=O)CSc1nncs1,0.0,-24,1,-6.9,-18,3,-0.58,-7,-0.7
CCOc1cc(NC2CS(=O)(=O)CC2O)c(OCC)cc1NC(=O)c1ccccc1 (stereo unspecified),11,-14,-22,2.4,-11,6,nt,-2,-0.3
CCS(=O)(=O)N1CCCC(C(=O)NC2CCCCC2)C1 (stereo unspecified),3.1,-12,12,1.1,-34,-9,nt,-1,1.6

Other entries follow:
Compound,L929 necroptosis,MDM2 E3 inh,Calpain2 inh,TNF death inh,EBV gp42 block,eIF4E 4G PPI,Cl transport mod,Rad51 HR inh,PERK inhibitor
COc1ccc(NC(=O)CC2C(=O)N(Cc3ccccc3)C(=S)N2CCN2CCOCC2)cc1 (stereo unspecified),-0.1,-8,-13,0.3,-17,-4,0.025,6,-0.4
Cc1nc(N2CCC3(CC2)OCCO3)c2nnn(Cc3ccccc3F)c2n1,-0.9,-1,9,-0.5,-21,2,-0.52,-3,-1.6
CCNC(=S)N/N=C1\CCCCc2ccccc21,68,2,7,2.6,-6,5,6.6*,0,0.6
CCCOc1ccc(C(=O)N2CCCC2C(=O)O)cc1 (stereo unspecified),0.4,-20,11,-2.1,-20,-2,-1.7,-9,1.7
Cc1ccc(S(=O)(=O)N(C)C)cc1NC(=O)COC(=O)c1sc2cc(Cl)ccc2c1Cl,0.2,nt,-10,0.4,-36,0,-0.42,4,1.0
O=C(Oc1ccc2c(c1)OCC2=O)c1ccccc1,nt,-24,18,-0.4,-18,4,0.046,4,0.5
O=C(CN1CCN(Cc2ccccc2)CC1)N/N=C/c1c[nH]c2ccccc12,0.9,-8,16,2.4,-14,2,-1.2,8,0.0
COc1cccc(/C=C/C(=O)OC(C)C(=O)Nc2c(C)n(C)n(-c3ccccc3)c2=O)c1 (stereo unspecified),0.3,12,2,1.5,-14,2,-0.58,nt,1.0
O=C(Cn1c(SCC(=O)N2CCc3ccccc3C2)nc2ccccc21)NC1CCCC1,-0.1,-23,-6,0.1,20,3,-2.2,-1,-0.8
COCC1CCN(Cc2cn(C)nc2-c2cccc(Cl)c2)C1 (stereo unspecified),-1.3,19,20,0.5,-7,-3,-0.68,3,-0.5

Later entries
Compound,L929 necroptosis,MDM2 E3 inh,Calpain2 inh,TNF death inh,EBV gp42 block,eIF4E 4G PPI,Cl transport mod,Rad51 HR inh,PERK inhibitor
Cc1ccc(C(=O)Nc2nc3ccc(S(C)(=O)=O)cc3s2)s1,6.8,-20,-19,-6.3,-17,-2[fluorescence artefact?],0.88,-1,0.4
CN=C(c1ccc(C)cc1)n1c(=S)nc(-c2ccc(C)cc2)n(C)c1=S,0.6,0,-36,2.0,-11,-4,-0.2,14,2.1
O=C(NCc1ccc2c(c1)OCO2)c1cccc(N2CCCC2=O)c1,0.5,-5,-16,-1.8,-16,-5,0.37,10,-1.1
CCOC(=O)c1c(N)sc(C(=O)N2CCOCC2)c1C,0.1,-2,8,-0.6,2,3,nt,3,0.3
N#Cc1cc(S(=O)(=O)c2ccccc2)c(N)[nH]c1=O,-0.1,-11,-10,-2.3,-4,nt,nt,-8,0.1
CC(C)N(Cc1cn(C)nc1-c1cccc(Cl)c1)CC1CCC(=O)N1 (stereo unspecified),1.0,1,-9,0.7,-28,14,-0.72,-4,0.3
CCc1sc(NC(C)=O)nc1-c1ccccc1,-0.6,-10,-10,6.3,-19,-1,-0.018,7,0.9

Compound activity: PubChem, several laboratories
